Growth percent in the NCI-60 one-dose screen (48 h, 10 µM unless noted): 100 = growth as untreated, 0 = no growth, -100 = all killed.
MDA-MB-468: MDA-MB-468 breast cancer | actives 8.5% (n = 78,000)
SR: SR leukemia cells. actives 8.7% (n = 73,000). AID 1794780
MOLT-4: MOLT-4 leukemia cells | actives 6.9% (n = 80,000) | AID 1794779
BT-549: BT-549 breast cancer | actives 4.4% (n = 78,000)
MCF7: MCF7 breast cancer; AID 1794796; actives 6.3% (n = 82,000)
MDA-MB-435: MDA-MB-435 melanoma; actives 7.8% (n = 82,000); AID 1794794
K-562: K-562 leukemia; actives 7.4% (n = 78,000); AID 1794777
MDA-MB-231: MDA-MB-231 breast cancer; AID 1794789; actives 5% (n = 81,000)
Active calls of the source: *; · = no result given; & = joins results of further samples. The calls were made as follows: active = growth percent below 10; inactive = the rest. Compounds were not picked by outcome; about 15% have a hit in one of these screens.

SMILES	MDA-MB-468	SR	MOLT-4	BT-549	MCF7	MDA-MB-435	K-562	MDA-MB-231
CC(C)c1ccc2c(N)c(C(=O)Nc3ccc(F)cc3)sc2n1	69	64	84	102	80	90	61	·
CCOc1ccccc1NC(=O)c1ccccc1	103	90	82	114	108	106	106	99
CCCn1cnc2c(SCc3ccccc3F)nc(N)nc21	111	61	75	111	98	107	·	118
O=C(Cc1ccc(/C=C/C(=O)c2ncc[nH]2)cc1)Nc1ccc(Br)cc1	20	5.1*	2.9*	21	12	44	1.9*	10
CC(=O)Oc1ccccc1C(=O)Nc1ccc(C(=O)/C=C/c2ccc(C)cc2)cc1	105	105	108	107	91	105	105	103
CC[C@H]1O[C@H](SC(NC(=O)c2ccccc2)=C(C#N)C#N)[C@H](C)[C@H](C)[C@H]1C	110	·	102	106	94	101	94	99
O=C1/C(=C\c2cn(C[C@@H](O)Cn3c4ccccc4c(=O)c4ccccc43)c3ccccc23)c2ccccc2N1c1c(Cl)cccc1Cl	76	87	·	87	82	92	91	87
CC(C)(C)c1cc(NCc2ccc(F)cc2)n(-c2ccccc2)n1	114	84	74	113	78	106	72	91
Nc1ccc2c(c1)Cc1c(F)cccc1-2	49	93	80	91	38	102	96	·
COc1ccc(C(=O)NC(=O)Nc2ccc3c(c2)NC(=O)/C3=C\c2[nH]c(C)c(C(=O)O)c2C)c(F)c1	12	58	86	22	75	66	63	63
CC(=O)Nc1cc(C)c(C)cc1NC(C)=O	103	·	117	91	97	102	114	·
Clc1ccccc1-c1nc(Nc2nc3ccccc3s2)nc(C(Cl)(Cl)Cl)n1	-25*	80	86	84	33	49	51	14
O=C(Nc1ccc2ncnc(Nc3ccc(Oc4cccc(F)c4)c(Cl)c3)c2c1)c1ccc(CN2CCOCC2)cc1	19	19	-3.5*	20	10	22	9.0*	46
O=C(Nc1ccc(NC(=O)c2ccccc2)c(S(=O)(=O)c2ccccc2)c1)c1ccccc1	94	71	88	99	91	98	89	99
O=C(O)c1cc([N+](=O)[O-])ccc1Sc1ccccc1	·	114	113	119	99	106	104	113
CN(C)c1ccc(C2Cc3ccccc3C(=O)N2c2ccccc2)cc1 (centres undefined)	98	68	78	85	93	98	·	94
CC(=O)OCC(CO)(CO)COC(C)=O	101	93	102	110	95	99	105	108
COc1cc(/C=C/C(=O)N2CCN(C(=O)/C=C/c3cccc(OC(F)(F)F)c3)CC2)cc(OC)c1OC	95	65	61	76	80	105	75	89
COc1ccc2c(c1)CC(O)CC1C(=O)NN=CN21 (centres undefined)	111	105	98	103	95	108	88	111
Cc1ccc2nc(NC(=O)CSc3nc(Oc4ccccc4)c(C#N)c(-c4ccccc4)n3)sc2c1	101	80	95	95	93	97	94	89

Reprinted from the part before: 3 compounds; new compounds follow.
SMILES	MDA-MB-468	SR	MOLT-4	BT-549	MCF7	MDA-MB-435	K-562	MDA-MB-231
COc1cc(/C=C/C(=O)N2CCN(C(=O)/C=C/c3cccc(OC(F)(F)F)c3)CC2)cc(OC)c1OC	95	65	61	76	80	105	75	89
COc1ccc2c(c1)CC(O)CC1C(=O)NN=CN21 (centres undefined)	111	105	98	103	95	108	88	111
Cc1ccc2nc(NC(=O)CSc3nc(Oc4ccccc4)c(C#N)c(-c4ccccc4)n3)sc2c1	101	80	95	95	93	97	94	89
Cc1nc2ccccc2n1CC1NC(=O)NC1=O (centres undefined)	98	·	96	107	96	100	100	102
C[N+](C)(C)CCOC(=O)c1cccc(OCc2ccccc2)c1	102	134	111	103	99	·	105	94
COc1ccc(/C=C(/c2cc(OC)c(OC)c(OC)c2)c2nnc(-c3cc(OC)c(OC)c(OC)c3)o2)cc1	84	·	69	84	86	86	·	67
Cc1noc(C)c1CSc1nc2ccccc2n1C	113	95	109	·	97	100	97	100
COC(=O)NNC(=O)OC	100	92	91	105	103	95	88	103
CCN(CC)C(=O)NCN1C(=O)c2cccc3cccc(c23)C1=O	101	97	·	109	100	110	107	100
C=C(C)[C@@H]1CC[C@]2(C)CC[C@]3(C)[C@H](CC[C@@H]4[C@@]5(C)CCCNC(C)(C)[C@@H]5CC[C@]43C)[C@@H]12	26	1.2*	47	101	33	85	4.1*	97
CC12CCCC=C1NC(Br)=C(C#N)C2(C#N)C#N (centres undefined)	80	88	73	97	97	90	78	99
CC(=O)N1N=C(c2ccc(Cl)cc2)CC1c1sc(N(C)Cc2ccccc2)nc1Cl (centres undefined)	83	87	80	109	73	92	65	99
CCc1c([N+](=O)[O-])cc2c(c1[N+](=O)[O-])C(C)(CC)CCC2(C)CC (centres undefined)	96	84	95	·	96	103	79	101

Compound profiles (already shown):
Entry for C=C(C)[C@@H]1CC[C@]2(C)CC[C@]3(C)[C@H](CC[C@@H]4[C@@]5(C)CCCNC(C)(C)[C@@H]5CC[C@]43C)[C@@H]12 = MDA-MB-468 = 26; SR = 1.2*; MOLT-4 = 47; BT-549 = 101; MCF7 = 33; MDA-MB-435 = 85; K-562 = 4.1*; MDA-MB-231 = 97
Entry for CCc1c([N+](=O)[O-])cc2c(c1[N+](=O)[O-])C(C)(CC)CCC2(C)CC (centres undefined) = MDA-MB-468 = 96; SR = 84; MOLT-4 = 95; BT-549 = ·; MCF7 = 96; MDA-MB-435 = 103; K-562 = 79; MDA-MB-231 = 101

(more compounds)
SMILES	MDA-MB-468	SR	MOLT-4	BT-549	MCF7	MDA-MB-435	K-562	MDA-MB-231
C#CCN(C)CCCOc1ccc(Cl)cc1Cl	95	99	98	99	110	103	87	103
CC(C)Oc1cccc(O)c1	102	108	67	·	96	107	95	105
N#Cc1c2c([nH]c(=O)c1C(N)=O)CCCC2	108	103	107	96	109	101	107	95
Cn1ccnc1C(=O)/C=C/c1ccc(CC(=O)Nc2cc(C(F)(F)F)cc(C(F)(F)F)c2)cc1	78	39	15	80	31	68	62	78
COc1cc(OC)c(OC)cc1/C=C/C(=O)c1ccc(B(O)O)cc1	51	70	75	54	67	80	73	90
O=c1[nH]nc(-c2cc(Cl)ccc2Cl)c(=O)[nH]1	·	107	94	110	100	104	100	102
COc1ccc(/C=C2\N=C(c3ccccc3)N(c3ccc(-c4nc5ccc(C)cc5s4)cc3)C2=O)cc1	·	80	46	93	77	87	82	·
O=C(CCN1C(=O)/C(=C/c2ccccc2)SC1=S)Nc1ncc(Cc2ccc(Cl)cc2)s1	91	98	102	104	88	104	102	97
N/C(=N\c1nc2ccccc2s1)NC(=O)Nc1cccc(Cl)c1	36	15	31	43	21	1.1*	14	59
Cc1cccc(C(=O)c2cccc(Cl)c2)c1O	100	93	93	·	94	104	102	109
COC(=O)c1ccc(C(=O)Nc2ccc(-c3cc(=O)c4c(OC)c(OC)c(OC)cc4o3)cc2)cc1	102	74	77	91	83	104	91	88
COc1ccc(Cn2cc(C#N)c(N)c2C(=O)c2ccc(Br)cc2)cc1	61	35	69	93	73	21	25	94
CCOC(=O)C1=C(C)N2C(=NC3=C(CCCC/C3=C\c3ccc(Cl)cc3)C2c2ccc(Cl)cc2)S1 (centres undefined)	95	91	92	105	82	98	95	113
C/C(C=O)=C/c1ccccc1	101	105	102	105	101	106	102	103
COc1ccc(S(=O)(=O)NCCNc2nccc(-c3c(-c4cccc(OC)c4)nc4sccn34)n2)cc1	87	·	51	102	89	89	72	91
C=CCOc1ccc2c(c1)CC=C1[C@@H]2CC[C@]2(C)C(=O)/C(=N/O)C[C@@H]12	56	24	46	89	·	73	8.1*	90
COc1ccc(-c2cc(-c3cc(OC)ccc3O)[nH]c(=O)c2C#N)cc1	59	10	32	22	46	-0.2*	24	45
CCOC(=O)c1cc(-c2ccc(Cl)cc2)[nH]c1NNC(=O)Cc1ccc(OC)cc1	·	71	63	88	95	79	70	80
CCOC(=O)c1c2c(n3ccc(C)cc13)C(=O)c1ccccc1C2=O	102	85	90	77	83	108	76	90
O=C(Nc1ccccc1O)c1ccc(CNc2ccnc(C(F)(F)F)c2)cc1	91	24	9.2*	47	50	45	18	63

2 records picked at random from those above, as already listed:
SMILES	MDA-MB-468	SR	MOLT-4	BT-549	MCF7	MDA-MB-435	K-562	MDA-MB-231
O=C1/C(=C\c2cn(C[C@@H](O)Cn3c4ccccc4c(=O)c4ccccc43)c3ccccc23)c2ccccc2N1c1c(Cl)cccc1Cl	76	87	·	87	82	92	91	87
CCCn1cnc2c(SCc3ccccc3F)nc(N)nc21	111	61	75	111	98	107	·	118

Other records follow:
SMILES	MDA-MB-468	SR	MOLT-4	BT-549	MCF7	MDA-MB-435	K-562	MDA-MB-231
CCC(=O)c1ccc(O)cc1	109&116&116	105&100&94	117&105&102	105&106&99	103&115&109	108&110&105	117&117	109&94&126
C=C1CC2(OC1=O)C(=O)N(CCCCCCCCCCCCN1C(=O)C3(CC(=C)C(=O)O3)c3ccccc31)c1ccccc12 (centres undefined)	70	2.6*	2.4*	84	38	73	6.7*	56
COc1ccc(NC(=O)CN2CCN(c3nc(-c4ccc(C)cc4)nc4ccccc34)CC2)cc1	85	79	53	100	78	89	69	81
O=c1[nH]nc2c(Cc3ccccc3)nc3ccccc3n12	102	113	98	112	106	101	99	102
N#C/C(=C\c1cc(Cl)cc(Cl)c1O)c1nc2ccccc2[nH]1	91	91	96	·	70	95	108	76
O=S(=O)(NCC[C@@H]1C[C@H]1c1ccc2ccccc2c1)c1ccc(C(F)(F)F)cc1	72	93	84	92	91	99	89	95
Cc1c(C(=O)NO)sc2ncnc(Nc3ccc(NC(=O)Nc4ccccc4)cc3)c12	112	99	104	88	91	102	106	91
O=P(Nc1ccccc1)(Nc1ccccc1)c1ccccc1	105	94	100	98	100	108	103	93
O=[N+]([O-])c1cccc(C(O)P(=O)(OCCCl)OCCCl)c1 (centres undefined)	115	84	99	98	92	103	96	114
COc1ccc(OCC(=O)O)cc1	111&82	98&87	102&100	103&118	92&103	101&116	107&104	119&94
CN(C)c1ccc(C(N)C(=O)O)cc1 (centres undefined)	95	93	99	94	94	104	89	103
COc1ccc(-c2cc(C(=O)N=Nc3c(O)[nH]c4ccc(Cl)cc34)no2)cc1	117	97	106	107	100	100	101	106
O=C1C(Cl)=C(NCc2ccc(Cl)cc2)C(=O)N1Cc1ccc(Cl)cc1	64	18	68	72	66	18	25	82
CCCCCCNC(=O)Nc1ccc2cc3ccc(NC(=O)NCCCCCC)cc3nc2c1	19	-33*	-45*	89	-57*	-84*	-30*	-24*
Cc1ccc(-c2nc(C#N)c(S(=O)(=O)N(C)C)o2)cc1	82	-10*	-23*	77	46	98	12	88
NC(=O)CCC(C(=O)O)N1C(=O)C2C3CCC(C3)C2C1=O (centres undefined)	·	95	88	102	100	98	95	107
CCOC(=O)C1=C(CSC(=S)NC2CCCCC2)N(C)C(=O)NC1c1ccc2c(c1)OCO2 (centres undefined)	95	104	97	91	96	96	101	95
CC(=O)c1nn(-c2ccc(Cl)cc2)/c(=N\N=C\c2coc3ccccc3c2=O)s1	93	105	99	94	93	101	106	94
CCOC(=O)C(CC)(CCc1ccccc1[N+](=O)[O-])C(=O)OCC	86	77	90	100	92	85	96	119
C=C[C@@H]1C[C@H](O)Cc2cc(F)ccc2N1	89	74	-34*	97	107	94	102	96
CC(=O)/C(=C/c1ccc(Cl)cc1)C(=O)c1ccccc1	97	·	62	97	53	61	62	96
CC1(CCc2ccccc2)NC(=O)NC1=O (centres undefined)	102&105	84&115	91&105	104&104	101&93	122&94	105&106	101&111
CN1C(=O)CCC1=O	97	114	123	104	112	105	105	97

A stretch of the results above, as a working copy:
SMILES	MDA-MB-468	SR	MOLT-4	BT-549	MCF7	MDA-MB-435	K-562	MDA-MB-231
N#C/C(=C\c1cc(Cl)cc(Cl)c1O)c1nc2ccccc2[nH]1	91	91	96	·	70	95	108	76
O=S(=O)(NCC[C@@H]1C[C@H]1c1ccc2ccccc2c1)c1ccc(C(F)(F)F)cc1	72	93	84	92	91	99	89	95
Cc1c(C(=O)NO)sc2ncnc(Nc3ccc(NC(=O)Nc4ccccc4)cc3)c12	112	99	104	88	91	102	106	91
O=P(Nc1ccccc1)(Nc1ccccc1)c1ccccc1	105	94	100	98	100	108	103	93
O=[N+]([O-])c1cccc(C(O)P(=O)(OCCCl)OCCCl)c1 (centres undefined)	115	84	99	98	92	103	96	114

From PubChem
